HT1080 IDH1KD tx: kills HT-1080 cells with IDH1 knockdown; HT-1080 IDH1 knockdown viability, ATP luminescence, 48 h; Potency, µM (titrated, usually from 46.1 µM), without a hit: top-dose activity, negative = toxicity, hits mostly cytotoxic; 360,000 tested, 2% active;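 also: potency is read from the fitted curve at half-maximal effect; 0% = DMSO wells and -100% = cell-free medium wells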
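In this qHTS, HT-1080 cells depleted of IDH1 are exposed for 48 h at 37 °C to compound titrations. Toxicity is scored from CellTiter-Glo luminescence, with DMSO as full viability and medium alone as none.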
DRD3 agonist: agonists of human D3 dopamine receptor. D3R DiscoveRx beta-arrestin cells, luminescence, 90 min. max activation, %. 410,000 tested, 0.58% active. AID 652048; in the data active = max activation above about 30%; also: 0% is about no effect; mostly tested at two doses, the higher about 12 µM
Target sequence (P35462 whole entry, looked up): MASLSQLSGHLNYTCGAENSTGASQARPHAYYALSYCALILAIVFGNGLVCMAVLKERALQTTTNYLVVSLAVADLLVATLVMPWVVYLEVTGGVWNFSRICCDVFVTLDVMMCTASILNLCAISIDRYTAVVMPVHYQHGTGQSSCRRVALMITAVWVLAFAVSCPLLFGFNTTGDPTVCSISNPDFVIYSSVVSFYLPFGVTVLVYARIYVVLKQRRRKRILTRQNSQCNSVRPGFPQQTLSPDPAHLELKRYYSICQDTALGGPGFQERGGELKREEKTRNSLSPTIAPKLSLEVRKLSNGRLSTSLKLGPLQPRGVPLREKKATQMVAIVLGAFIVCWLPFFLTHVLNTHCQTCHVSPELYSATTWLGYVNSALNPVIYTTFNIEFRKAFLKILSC
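Cells at 1500/well, incubated overnight, then treated with pinned compounds (dopamine as control) for 90 min at 37 degrees C. DiscoveRx reagent added for 30 - 60 minutes at room temperature; luminescence read.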
KB-V1 MDR tox: kills drug-selected multidrug resistant KB-V1 cells | 400,000 tested, 3.4% active | Potency, µM (top dose mostly 46.1 µM), for the others: top-dose activity change, negative = cytotoxicity, actives largely listed as cytotoxic | KB-V1 MDR cells viability, CellTiter-Glo, 72 h; also: potency is read from the fitted curve at half-maximal effect; % is scaled to controls: 0 for no effect and ±100 for the full control effect; nearly all actives have a fitted effect of over 60% in size
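Compound-treated KB-V1 multidrug-resistant cells, 72 h, 37 degrees C; viability by CellTiter-Glo. Fitted qHTS curves give the values.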
SW480 rerep: induces DNA re-replication in SW480 colon adenocarcinoma cells; SW480 DNA re-replication, Hoechst DNA content imaging, 48 h; Potency, µM (highest dose often 46.1 µM), for inactives: top-dose re-replication activation, usual class: activators; 340,000 tested, 1.8% active; AID 624297; also: potency is read from the fitted curve at half-maximal effect; % of control where 0% means no effect; nearly all actives have a fitted effect of over 55% in size
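Per well, 250 cells were exposed to pinned compound for 48 hr. Nuclear DNA was visualised with Hoechst (40 min, 37 C) and total object intensity recorded by fluorescence scanning.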
IL1B secr inh: inhibitors of inflammasome signaling (IL-1 beta secretion); AID 743279; 360,000 tested, 4.7% active; THP-1 LPS/ATP IL-1B secretion, AlphaLISA, 16 h; active compounds read low; activity change, % at 57.5 µM; in the data active = activity change below about -50%; inconclusive = mostly about -30% to -49%; also: % is scaled to controls: 0 for no effect and ±100 for the full control effect
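Secreted IL-1B measured by AlphaLISA bead assay after 16 h compound exposure of THP-1 cells; compounds (final up to 57.5 uM) added 1 h before LPS (250 ng/mL) and ATP (1.25 mM) stimulation; lower signal means less secretion.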
HT1080NT lethal: kills 2HG-producing HT-1080-NT fibrosarcoma cells; HT-1080-NT fibrosarcoma viability, CellTiter-Glo ATP luminescence, 48 h; Potency, µM (highest dose often 46.1 µM), without a hit: at the top dose activity, negative = less viability, hits mostly cytotoxic; 360,000 tested, 1.6% active; AID 686970;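 also: NT is the 2HG producing partner of a matched IDH1 knockdown line; potency is read from the fitted curve at half-maximal effect; 0% = DMSO-treated cells and -100% = media-only wells without cells; nearly all actives have a fitted effect of over 55% in size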
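Compounds were tested in concentration-response format on HT-1080-NT cells for 48 hours at 37 degrees C. Cell viability came from CellTiter-Glo luminescence; curves were classified by r2, response magnitude and activity.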
MCF10A rereplic: inducers of DNA re-replication in MCF 10A breast cells | MCF 10A DNA re-replication, Hoechst nuclear intensity, 48 h | Potency, µM (doses to about 46.1 µM), inactives show at the highest dose activity, positive = re-replication, usual class: activators | 350,000 tested, 2.9% active | AID 624296; also: potency is read from the fitted curve at half-maximal effect; % of control where 0% means no effect; nearly all actives have a fitted effect of over 50% in size
KB-3-1 cytotox: kills parental KB-3-1 adenocarcinoma cells. 400,000 tested, 1.4% active. Potency, µM (highest dose often 46.1 µM), for the others: top-dose activity change, negative = cytotoxic, actives largely listed as cytotoxic. KB-3-1 viability, CellTiter-Glo ATP luminescence, 72 h; also: potency is read from the fitted curve at half-maximal effect; % is scaled to controls: 0 for no effect and ±100 for the full control effect; nearly all actives have a fitted effect of over 60% in size
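Using CellTiter-Glo luminescence, growth of non-resistant KB-3-1 adenocarcinoma cells is assessed 72 h after pin-tool compound addition at 37 °C. Normalized responses across the concentration series yield fitted curves.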
HEK293 tox: cytotoxicity counter-screen for GLP-1 receptor inverse agonists. HEK293 cAMP-luciferase reporter cells, luminescence, 24 h. Potency, µM (highest dose often 38.3 µM), inactives show at the highest dose activity change, negative = inhibition, usual class: inhibitors. 410,000 tested, 0.13% active;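 also: loss of luciferase light is scored as toxicity; potency is read from the fitted curve at half-maximal effect; % is scaled to controls: 0 for no effect and ±100 for the full control effect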
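Here, cytotoxicity is scored as loss of luminescence. The MLSMR collection was tested on cells seeded in medium containing 10% Nu serum, with a 24 hr compound exposure preceded by 12 hours of culture.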
* = called active by the depositor; ? = inconclusive; / = not tested or not shown; [ ] = another dose, or the depositor's remark. Unless noted, calls follow the shape of the dose curve; as a rule, active = well fitted curve in the direction sought with a large enough effect; inconclusive = small, poorly fitted or top-dose-only effect, or another doubt; inactive = no such curve, though single readings can be large; an effect the other way counts as inactive or inconclusive. Random draw from the library. About 11% of those tested had a hit in this group.

Labels used below – A = HT1080 IDH1KD tx; B = DRD3 agonist; C = KB-V1 MDR tox; D = SW480 rerep; E = IL1B secr inh; F = HT1080NT lethal; G = MCF10A rereplic; H = KB-3-1 cytotox; I = HEK293 tox
CC(C)(CC(=O)OCC(=O)Nc1ccc(F)c(Cl)c1)CC1=NS(=O)(=O)c2ccccc2N1
  A: /	B: 5	C: 22%	D: /	E: /	F: /	G: /	H: 2%	I: -19%

COC(=O)Cc1c(C)c2ccc(OCC(=O)NCc3ccc4c(c3)OCO4)cc2oc1=O
  A: ?	B: -26	C: -6%	D: -3%	E: -7	F: -16%	G: 3%	H: -15%	I: 9%

CCN1CCN(C(c2cccs2)C(C)NC(=O)c2ccccc2OC)CC1 (stereo unspecified)
  A: 0%	B: -8	C: 2%	D: -2%	E: -1	F: 4%	G: 12%	H: -11%	I: -2%

COc1ccccc1NC(=O)C1CCN(S(C)(=O)=O)CC1
  A: 11%	B: 9	C: -10%	D: -13%	E: -23	F: 8%	G: 1%	H: 16%	I: 2%

Cc1nc(C)n(CC(O)COc2ccc3ccccc3c2)n1 (stereo unspecified)
  A: -1%	B: -21	C: 21µM*	D: -4%	E: 15	F: -6%	G: 0%	H: -12%	I: 5%

CC1(C)CC(C(=O)Nc2ccccc2)C(=O)O1 (stereo unspecified)
  A: 6%	B: 12	C: 7%	D: -98%[inhibitor]	E: -11	F: 22%	G: 1%	H: 25%	I: 0%

Cn1c(=O)c2c(SCC(=O)Nc3ccc(F)cc3F)nc(C3CCCC3)nc2n(C)c1=O
  A: /	B: -8	C: -10%	D: /	E: /	F: /	G: /	H: 4%	I: 18%

O=C(Nc1ccc(F)cc1F)c1cccn1-c1ncc(C(F)(F)F)cc1Cl
  A: 0%	B: 0	C: 3%	D: -10%	E: -6	F: 0%	G: -7%	H: -9%	I: -3%

CC1CN(C(=S)Nc2ccccc2)C(C)CN1C=O (stereo unspecified)
  A: 10%	B: -2	C: 7%	D: -8%	E: -1	F: 3%	G: 9%	H: -3%	I: -5%

COc1cccc(NC(=O)CN(C)C(=O)c2sc3cc(Cl)ccc3c2Cl)c1
  A: -3%	B: 3	C: ?	D: -3%	E: ?	F: -7%	G: ?	H: -1%	I: 12%

Reformatted tab-delimited: entries from further up
smiles	HT1080 IDH1KD tx	DRD3 agonist	KB-V1 MDR tox	SW480 rerep	IL1B secr inh	HT1080NT lethal	MCF10A rereplic	KB-3-1 cytotox	HEK293 tox
CCN1CCN(C(c2cccs2)C(C)NC(=O)c2ccccc2OC)CC1 (stereo unspecified)	0%	-8	2%	-2%	-1	4%	12%	-11%	-2%
COC(=O)Cc1c(C)c2ccc(OCC(=O)NCc3ccc4c(c3)OCO4)cc2oc1=O	?	-26	-6%	-3%	-7	-16%	3%	-15%	9%

Continued.
Labels used below – A = HT1080 IDH1KD tx; B = DRD3 agonist; C = KB-V1 MDR tox; D = SW480 rerep; E = IL1B secr inh; F = HT1080NT lethal; G = MCF10A rereplic; H = KB-3-1 cytotox; I = HEK293 tox
COc1cc(C(=O)Nc2ccc(C)cn2)c([N+](=O)[O-])cc1OC
  A: 8%	B: -1	C: -2%	D: -9%	E: 28	F: 0%	G: 1%	H: -9%	I: 2%

COc1cc2c(=O)n(Cc3ccccc3)c(=O)n(CC(=O)Nc3cc(C(F)(F)F)ccc3Cl)c2cc1OC
  A: /	B: -6	C: 0%	D: /	E: /	F: /	G: /	H: 14%	I: 18%

NC(=O)CN1C(=O)C(O)(CC(=O)/C=C\c2ccc3c(c2)OCO3)c2ccccc21 (stereo unspecified)
  A: ?	B: 5	C: 8%	D: 14%	E: -88*	F: ?	G: ?	H: -18%	I: -22%

CCc1ccc(OCC(=O)Nc2ccc3c(c2)c2ccccc2n3CC)c(Br)c1
  A: /	B: -6	C: 1%	D: /	E: /	F: /	G: /	H: -13%	I: 2%

Cc1ccc(OCc2nc(-c3ccc(C(=O)N4CCN(c5cc(Cl)ccc5C)CC4)cc3)oc2C)cc1
  A: /	B: -6	C: -4%	D: /	E: /	F: /	G: /	H: 3%	I: -1%

COc1ccc(CCN2C(=O)CC(Cc3ccccc3)C2=O)cc1OC (stereo unspecified)
  A: 2%	B: 12	C: 15%	D: 1%	E: 0	F: 5%	G: -2%	H: 0%	I: -6%

Nc1nc(=S)[nH]c2c1C1(CCCC1)Cc1ccccc1-2
  A: -14%	B: 4	C: -6%	D: 1%	E: 47	F: -7%	G: 13%	H: ?	I: 30%

Cc1cc2cc(C#N)c(N3CCOCC3)nc2cc1Cl
  A: 19%	B: 0	C: 25%	D: -3%	E: 8	F: 5%	G: -2%	H: 3%	I: 2%

COc1ccc(C(CCN2CCCCC2)c2c(O)cc(OC)cc2OC)cc1 (stereo unspecified)
  A: -10%	B: -13	C: 9%	D: -4%	E: -24	F: 0%	G: 13%	H: 2%	I: 2%

COc1ccc2c(c1)C(=O)N(Cc1ccccc1)C(=O)C2(C)C
  A: -9%	B: -1	C: -15%	D: 29%	E: -15	F: -5%	G: -1%	H: -20%	I: 2%

(more compounds)
Labels used below – A = HT1080 IDH1KD tx; B = DRD3 agonist; C = KB-V1 MDR tox; D = SW480 rerep; E = IL1B secr inh; F = HT1080NT lethal; G = MCF10A rereplic; H = KB-3-1 cytotox; I = HEK293 tox
CN(C)CCNC(=O)CNC(=S)N(CCCN1CCOCC1)Cc1cccs1
  A: 15%	B: -3	C: -3%	D: 2%	E: -9	F: 6%	G: 1%	H: -4%	I: 8%

CCN(CC)CCSc1nc2c([nH]1)c(=S)n(C)c(=O)n2C
  A: 5%	B: 4	C: 2%	D: -5%	E: -24	F: 7%	G: -1%	H: 4%	I: 5.6µM*

O=C(CCN1C(=O)/C(=C/c2ccc3c(c2)OCO3)SC1=S)Nc1ccccc1
  A: 5%	B: 3	C: ?	D: -52%[inhibitor]	E: 0	F: 0%	G: 25%	H: 0%	I: -4%

O=C(CCc1ccccc1)Nc1cc2c(cc1C(=O)O)OCCCO2
  A: 2%	B: -5	C: 13%	D: -3%	E: 13	F: 0%	G: -2%	H: 0%	I: 5%

COC(CNC(=O)c1ccc(CS(=O)(=O)c2ccccc2)o1)OC
  A: 2%	B: 12	C: 11%	D: -44%[inhibitor]	E: -12	F: 4%	G: 6%	H: 14%	I: 0%

CC/C(=N\NC(=O)c1nnn(-c2nonc2N)c1-c1ccc2c(c1)OCO2)c1ccccc1
  A: -22%	B: 10	C: 4%	D: ?	E: 0	F: -5%	G: 4%	H: 9%	I: -10%

Cc1cccc(C)c1NC(=O)CN1CCN(C(=O)c2cc(C3CC3)nn2-c2ccccc2)CC1
  A: -4%	B: 4	C: -30%	D: /	E: -14	F: 2%	G: /	H: -6%	I: 5%

CN(C)CCCNCCCNC(=O)c1ccncc1
  A: 1%	B: 3	C: 1%	D: -6%	E: 10	F: -1%	G: 1%	H: 1%	I: -4%

CCCn1c(C2CCCN2c2nc(-c3ccc(C)cc3)cs2)nc2ccccc21 (stereo unspecified)
  A: ?	B: -53	C: ?	D: ?	E: 27	F: ?	G: ?	H: 18µM*	I: ?

COCCn1c(C)cc(C(=O)CN2CCCCC2)c1C
  A: 2%	B: 4	C: 29%	D: -2%	E: 5	F: 9%	G: 7%	H: 7%	I: -9%

Continued:
Labels used below – A = HT1080 IDH1KD tx; B = DRD3 agonist; C = KB-V1 MDR tox; D = SW480 rerep; E = IL1B secr inh; F = HT1080NT lethal; G = MCF10A rereplic; H = KB-3-1 cytotox; I = HEK293 tox
C[C@H]1CN([C@@H](C)CO)C(=O)CCCn2cc(nn2)CO[C@@H]1CN(C)C(=O)Nc1ccccc1C(F)(F)F
  A: 2%	B: 1	C: -2%	D: /	E: 13	F: 2%	G: /	H: -2%	I: 1%

CCCC(=O)Nc1ccc2c(c1)nc(CCN1CCC(C)CC1)n2C
  A: -7%	B: -5	C: -6%	D: /	E: -14	F: 6%	G: /	H: -18%	I: -23%

CCOC(=O)c1ccc(-c2c(-c3ccccc3OC)sc3ccc(OC)cc23)cc1F
  A: 1%	B: -29	C: -15%	D: ?	E: 0	F: 1%	G: ?	H: -8%	I: 17%

COc1cc(NC(=O)COc2cc(C)cc3oc(=O)cc(C)c23)cc(OC)c1OC
  A: -1%	B: 2	C: 0%	D: /	E: ?	F: -5%	G: /	H: 0%	I: 1%

Cc1nn(-c2ccccc2)c(C)c1/C=N/NC(=O)c1cc(C2CC2)[nH]n1
  A: 0%	B: -9	C: 0%	D: 0%	E: -29	F: -5%	G: -4%	H: 15%	I: -6%

COc1cccc2cc(/C(=N/O)c3ccccc3)oc12
  A: -3%	B: -4	C: -8%	D: ?	E: -1	F: -5%	G: ?	H: ?	I: 3%

COc1ccc(C(=O)NCCc2ccc(C(F)(F)F)cc2)cc1S(=O)(=O)N1CCOCC1
  A: 11%	B: 5	C: 0%	D: -1%	E: 14	F: 5%	G: 10%	H: -3%	I: -22%

CCC(CC)C(=O)Nc1cc(C(=O)OC)cc(C(=O)OC)c1
  A: 2%	B: -4	C: -2%	D: 2%	E: 27	F: 2%	G: 2%	H: 4%	I: 11%

O=C(CSc1nnc(-c2ccco2)n1-c1ccccc1)NCC1CCCO1 (stereo unspecified)
  A: 3%	B: 3	C: /	D: 1%	E: 10	F: 0%	G: 1%	H: /	I: -6%

O=C(NCC1CCCCC1)c1[nH]c(C(F)(F)F)nc1-c1ccccc1
  A: -22%	B: -1	C: -10%	D: /	E: 0	F: -17%	G: /	H: -9%	I: -9%

COc1ccc(/C=N/NC(=O)Nc2cccc3nsnc23)c(OC)c1
  A: 7%	B: 5	C: 0%	D: ?	E: 67	F: 15%	G: ?	H: -3%	I: 13%

CCOC(=O)C1=C(CCc2ccccc2)NC(=O)NC1c1ccc2ccccc2c1 (stereo unspecified)
  A: -21%	B: 10	C: ?	D: -3%	E: -53*	F: -21%	G: ?	H: 23µM*	I: -21%
